# Compound activity deposited in PubChem BioAssay by National Center for Advancing Translational Sciences (NCATS).
# PLK1 PBD inh = blocks phosphopeptide binding to human PLK1 polo-box domain | Potency, µM, without a hit: max response, negative = inhibition, actives largely listed as inhibitors | P53350 | AID 720504 | Plk1 PBD binding of FITC phosphopeptide, fluorescence polarization | 360,000 tested, 2.8% active; also: potency is read from the fitted curve at half-maximal effect; series mostly up to about 57 µM; % is scaled to controls: 0 for no effect and ±100 for the full control effect; nearly all actives have a fitted effect of over 65% in size
# WRN helicase inh = inhibitors of human WRN helicase. Q14191. WRN helicase unwinding, fluorescent forked duplex, kinetic. Potency, µM (top dose mostly 114 µM), inactives show at the top dose activity change, negative = inhibition, most hits filed as inhibitors. 360,000 tested, 0.46% active. AID 651768; also: potency is read from the fitted curve at half-maximal effect; % is scaled to controls: 0 for no effect and ±100 for the full control effect; nearly all actives have a fitted effect of over 55% in size
# Target sequence (Q14191 whole entry, looked up): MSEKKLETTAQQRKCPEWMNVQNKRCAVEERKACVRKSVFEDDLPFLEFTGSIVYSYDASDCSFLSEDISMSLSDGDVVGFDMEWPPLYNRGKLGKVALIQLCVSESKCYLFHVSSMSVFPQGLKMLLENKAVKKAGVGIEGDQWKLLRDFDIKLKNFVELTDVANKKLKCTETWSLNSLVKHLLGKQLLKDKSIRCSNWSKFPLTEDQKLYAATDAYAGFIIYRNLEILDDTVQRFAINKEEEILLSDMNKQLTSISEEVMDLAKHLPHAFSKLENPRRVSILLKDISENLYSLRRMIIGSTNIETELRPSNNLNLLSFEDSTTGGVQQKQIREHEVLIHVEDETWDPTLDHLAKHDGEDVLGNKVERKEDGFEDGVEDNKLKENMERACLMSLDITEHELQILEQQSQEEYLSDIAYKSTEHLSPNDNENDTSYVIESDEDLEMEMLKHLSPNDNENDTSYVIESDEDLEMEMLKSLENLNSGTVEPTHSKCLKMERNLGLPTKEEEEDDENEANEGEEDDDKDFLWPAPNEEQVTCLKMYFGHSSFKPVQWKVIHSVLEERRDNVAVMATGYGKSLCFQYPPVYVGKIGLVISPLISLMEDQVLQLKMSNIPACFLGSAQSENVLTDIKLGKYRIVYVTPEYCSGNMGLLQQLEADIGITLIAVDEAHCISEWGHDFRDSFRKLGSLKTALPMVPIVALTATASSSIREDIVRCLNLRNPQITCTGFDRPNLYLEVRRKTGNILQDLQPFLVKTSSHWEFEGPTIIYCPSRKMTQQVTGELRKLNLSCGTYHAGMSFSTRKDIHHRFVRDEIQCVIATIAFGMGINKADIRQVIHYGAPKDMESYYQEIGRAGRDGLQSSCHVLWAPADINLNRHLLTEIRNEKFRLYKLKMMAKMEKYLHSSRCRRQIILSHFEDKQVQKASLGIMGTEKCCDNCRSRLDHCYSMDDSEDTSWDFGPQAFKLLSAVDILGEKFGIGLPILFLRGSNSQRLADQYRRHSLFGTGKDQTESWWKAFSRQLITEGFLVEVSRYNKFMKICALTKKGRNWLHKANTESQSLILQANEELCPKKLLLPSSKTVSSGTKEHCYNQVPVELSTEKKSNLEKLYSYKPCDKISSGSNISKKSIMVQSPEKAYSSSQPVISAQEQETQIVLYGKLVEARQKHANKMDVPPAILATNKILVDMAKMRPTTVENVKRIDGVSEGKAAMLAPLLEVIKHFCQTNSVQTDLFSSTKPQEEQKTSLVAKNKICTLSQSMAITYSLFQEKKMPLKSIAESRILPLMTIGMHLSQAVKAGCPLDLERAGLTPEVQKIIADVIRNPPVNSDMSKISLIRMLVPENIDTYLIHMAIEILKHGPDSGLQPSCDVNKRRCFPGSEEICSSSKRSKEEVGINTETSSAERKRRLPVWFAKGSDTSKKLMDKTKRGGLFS
#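 WRN at 20 nM final preincubated with compound 15 min at room temperature; reaction started with 100 nM fluorophore/quencher forked duplex oligonucleotide and 2 mM ATP final. Unwinding followed kinetically by red fluorescence (ex 525, em 598 nm).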
# EPAC1 agonist = agonists of human EPAC1; EPAC1 agonist qHTS, biochemical assay; response scale: 100% = response to 6.5 mM cAMP; Potency, µM (doses to about 154 µM), for the others: at the top dose activation, most hits filed as activators; AID 720707; O95398; 360,000 tested, 0.073% active; also: potency is read from the fitted curve at half-maximal effect; nearly all actives have a fitted effect of over 60% in size
#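 Normalized to 6.5 mM cAMP, activity reflects EPAC1-catalysed release of BODIPY-GDP from Rap1B, followed kinetically over 30 min at 480 nm excitation, 540 nm emission. Reaction contained 100 nM EPAC1, 250 nM Rap1B-BODIPY-GDP, 50 uM GDP.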
# EPAC1 antagonist = antagonists of human EPAC1; 360,000 tested, 0.14% active; AID 720709; O95398; Potency, µM (doses to about 115 µM), inactives show top-dose activity change, negative = inhibition, usual class: inhibitors; EPAC1 GEF assay, Rap1b-BODIPY-GDP exchange fluorescence;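 also: potency is read from the fitted curve at half-maximal effect; plate controls were vehicle for no effect and positive control for full effect; nearly all actives have a fitted effect of over 50% in size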
# CCT modulator = cytosolic chaperonin activity modulation | purified chaperonin ATPase assay, HTRF ADP detection, 30 min | 360,000 tested, 0.3% active | activity change, % (concentration not given with the values), hits read low; in the data active = activity change below about -30%; also: % is scaled to controls: 0 for no effect and ±100 for the full control effect
#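 Nucleotide hydrolysis assay: TRiC at 20–40 nM final (set by batch activity) with 10 uM ATP, 30 min at 37 °C, in presence of 76 uM compound. Detection by competitive ADP HTRF, 30 min ambient.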
# EPAC2 agonist = EPAC2 (human) agonism; 360,000 tested, 0.079% active; Potency, µM (highest dose often 154 µM), inactives show top-dose activation, actives largely listed as activators; EPAC2 activation, biochemical qHTS; response scale: 100% = 6.5 mM cAMP response; Q8WZA2; also: potency is read from the fitted curve at half-maximal effect; nearly all actives have a fitted effect of over 50% in size
#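 Guanine nucleotide exchange by EPAC2 is measured as reduced fluorescence of BODIPY-GDP once it is released from 250 nM Rap1B. Plates are read kinetically for 30 min at room temperature; results are scaled to 6.5 mM cAMP.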
# PI5P4K alpha inh = blocks human PI5P4K alpha kinase activity; AID 652105; PI5P4Kalpha enzyme, ADP-Glo luminescence, 60 min; active compounds read low; max response, %; P48426; 330,000 tested, 1.2% active; active = max response of -50% or lower; inconclusive = between -30% and -50%; inactive = -30% or higher; also: value at the top dose of about 77 µM; % is scaled to controls: 0 for no effect and ±100 for the full control effect
#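 Controls without substrate or without enzyme flank wells where PI5P4Kalpha converts substrate using 5 microM ATP (final). Incubation lasts 60 minutes at room temperature; ADP formed is read by ADP-Glo luminescence.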
# IL2 activator = activates IL-2 in a cell-based reporter assay | 360,000 tested, 0.065% active | activation, % (series mostly up to about 46 µM) | AID 652025 | IL-2 activation reporter assay, cell-based qHTS; stimulated with anti-CD3/CD4/CD28 beads; in transgenic mouse T cells; in the data active = activation above about 50%; inconclusive = mostly about 30% to 49%; also: 0% is about no effect
#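 Unstimulated transgenic mouse T cells, 750 per well, received compound and, after 60 minutes, anti-CD3/anti-CD4 bead plus anti-CD28 stimulation. EGFP and DsRed were quantified after 18 hours.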
# An asterisk follows results filed as active; ? = inconclusive; . = no result given; [ ] = another dose, or the depositor's remark. Unless noted, calls follow the shape of the dose curve; as a rule, active = well fitted curve in the direction sought with a large enough effect; inconclusive = small, poorly fitted or top-dose-only effect, or another doubt; inactive = no such curve, though single readings can be large; an effect the other way counts as inactive or inconclusive. Not all compounds are listed, so the mix of outcomes need not match the whole.
nr	Molecule	PLK1 PBD inh	WRN helicase inh	EPAC1 agonist	EPAC1 antagonist	CCT modulator	EPAC2 agonist	PI5P4K alpha inh	IL2 activator
1	Cc1cccc(NC(=O)CSc2nc(=O)n(CCN3CCOCC3)c3c2CCCC3)c1C	2.5%	4.9%	-7.1%	-7.9%	-3.2	0.6%	-0.9	-0.4
2	CC(C)=CCN1CCN(Cc2nc(-c3ccc(F)cc3)cs2)CC1CCO (stereo unspecified)	-15.4%	7.6%	10.4%	12.3%	-0.4	0.5%	0.1	-1.6
3	Cc1ccc(SC(C)C(=O)NCc2cccnc2)cc1 (stereo unspecified)	-1.9%	4.1%	0.2%	?	2.0	5.0%	0.4	0.1
4	O=C1C2CC=CCC2C(=O)N1c1ccc(NCCc2ccc(Cl)cc2)c([N+](=O)[O-])c1 (stereo unspecified)	?	-6.6%	0.0%	-1.4%	0.5	0.4%	-2.0	-0.6
5	COc1ccccc1N1CCN(C(=O)c2ccc(Cl)c(S(=O)(=O)N3CCOCC3)c2)CC1	-11.1%	-2.4%	-4.6%	-12.4%	-2.1	7.1%	0.6	-0.3
6	COC(=O)c1cc(NC(=O)N2c3ccccc3Sc3ccccc32)cc(C(=O)OC)c1	-3.4%	-5.8%	8.5%	-15.6%	-0.8	11.6%	.	-2.5
7	CCCC(=O)N=C1SC2CS(=O)(=O)CC2N1c1ccc(C(C)=O)cc1 (stereo unspecified)	-5.0%	7.3%	-0.5%	9.3%	-0.2	4.9%	-4.0	1.3
8	Clc1ccccc1Cn1c(/C=C/c2ccco2)nc2ccccc21	-8.6%	?	3.5%	-3.2%	0.4	15.9%	?	-0.5
9	Cc1c(C2CC(=O)N(c3ccccc3)C2=O)[nH]n(-c2ccccc2)c1=O (stereo unspecified)	-7.9%	-10.0%	-4.3%	9.3%	0.1	3.8%	-4.4	-0.3
10	CSc1nc(N2CCOCC2)c2sccc2n1	-15.9%	6.2%	7.4%	15.9%	-2.2	14.9%	-1.0	0.2
11	Oc1ccc(C[C@@H]2CNCCN2CCC23CC4CC(CC(C4)C2)C3)cc1	1.1%	-1.2%	8.3%	3.3%	0.9	-4.0%	20.0	-0.8
12	COc1ccc(C(=O)N=c2sc3c(C)ccc(OC)c3n2C)cc1OC	-3.1%	-1.6%	4.3%	-5.7%	-0.3	-4.0%	3.9	-0.7
13	CCOc1ccc(N2C(=O)c3cccnc3C2Nc2ccc(F)cc2)cc1 (stereo unspecified)	-26.0%	3.6%	6.5%	1.4%	-1.4	8.0%	.	-2.1
14	Cc1cc(Br)c(S(=O)(=O)NCCN2CCOCC2)cc1C	-1.4%	5.3%	-3.5%	8.4%	0.2	-0.1%	.	-2.7
15	Cc1cc(N/N=C/c2ccc(Cl)cc2)nc(NCc2ccccc2)n1	-8.1%	-5.7%	-5.0%	-5.0%	-3.3	14.6%	-26.0	-4.8

# Full records from above.
# Shown for CCOc1ccc(N2C(=O)c3cccnc3C2Nc2ccc(F)cc2)cc1 (stereo unspecified) → PLK1 PBD inh: -26.0%; WRN helicase inh: 3.6%; EPAC1 agonist: 6.5%; EPAC1 antagonist: 1.4%; CCT modulator: -1.4; EPAC2 agonist: 8.0%; PI5P4K alpha inh: .; IL2 activator: -2.1
# Shown for CC(C)=CCN1CCN(Cc2nc(-c3ccc(F)cc3)cs2)CC1CCO (stereo unspecified) → PLK1 PBD inh: -15.4%; WRN helicase inh: 7.6%; EPAC1 agonist: 10.4%; EPAC1 antagonist: 12.3%; CCT modulator: -0.4; EPAC2 agonist: 0.5%; PI5P4K alpha inh: 0.1; IL2 activator: -1.6
# Shown for O=C1C2CC=CCC2C(=O)N1c1ccc(NCCc2ccc(Cl)cc2)c([N+](=O)[O-])c1 (stereo unspecified) → PLK1 PBD inh: ?; WRN helicase inh: -6.6%; EPAC1 agonist: 0.0%; EPAC1 antagonist: -1.4%; CCT modulator: 0.5; EPAC2 agonist: 0.4%; PI5P4K alpha inh: -2.0; IL2 activator: -0.6

# Carrying on.
nr	Molecule	PLK1 PBD inh	WRN helicase inh	EPAC1 agonist	EPAC1 antagonist	CCT modulator	EPAC2 agonist	PI5P4K alpha inh	IL2 activator
16	CCN(CC)S(=O)(=O)c1ccc(C(=O)NCc2ccc3c(c2)cc(C)n3C)cc1	3.2%	50.1µM*	0.4%	-11.2%	0.3	-1.1%	-3.0	-2.5
17	COCCCNc1ncnc2c1nc1n2CCCC1	-0.7%	4.4%	1.7%	-6.5%	0.4	1.6%	2.3	-4.0
18	CCN(C[C@H]1N[C@@](Cc2ccccc2)(C(=O)OC)[C@H]2C(=O)N(C)C(=O)[C@@H]12)C(=O)COc1ccccc1	-13.8%	-3.4%	-9.2%	0.9%	-1.8	13.2%	-13.5	-0.1
19	COc1ccc(NS(=O)(=O)c2cccc(C(=O)NCC3CCCO3)c2)cc1 (stereo unspecified)	-8.1%	1.4%	2.7%	-0.6%	-1.0	4.4%	2.7	-3.5
20	CCCCC(NC(C)=O)c1nc2ccccc2n1CCCC (stereo unspecified)	0.3%	-19.9%	-2.7%	-21.7%	-2.2	-7.0%	-3.5	0.2
21	CN(C)CCN(C(=O)c1ccc(S(=O)(=O)N(C)c2ccccc2)cc1)c1nc2ccc(Cl)cc2s1	-13.0%	8.2%	-7.6%	-12.1%	0.5	9.3%	-12.5	-4.9
22	O=C(Nc1cccnc1)c1cn(-c2ccccc2)nc1-c1cccs1	-0.1%	-4.7%	21.5%	-2.0%	-2.0	20.8%	.	-1.6
23	CN(Cc1ccccc1)C(=S)NC(=O)c1ccc(-c2ccccc2)cc1	-7.1%	2.7%	-7.8%	-10.8%	2.0	4.6%	4.0	-0.8
24	Cc1cc(CSc2ccccc2)ccc1NC(=O)c1ccc(Cl)c([N+](=O)[O-])c1	-12.2%	-3.8%	2.0%	-3.2%	-1.7	2.4%	3.1	-1.3
25	C(=N\Nc1ccccn1)/c1c[nH]c2ccccc12	5.3%	-4.4%	-2.8%	13.2%	-2.6	-0.9%	-2.4	-2.7
26	CCSc1nnc(NC(=O)COc2ccccc2[N+](=O)[O-])s1	-0.1%	-0.5%[57.1 µM]	5.2%	-27.6%	0.6	5.2%	-2.6	2.0
27	CCOC(=O)C1(CCOC)CCN(C(=O)c2ccc(CSC)o2)CC1	-17.6%	2.9%	6.6%	6.9%	-1.0	10.6%	2.9	-3.3
28	COc1ccccc1-n1cnnc1SCC(=O)c1cc(C)n(Cc2cccs2)c1C	0.2%	-14.4%	4.1%	-4.0%	0.4	13.7%	-14.0	-0.5
29	CN1C(=O)/C(=C/c2ccccc2Cl)Sc2ccc(C(=O)N3CCCC3)cc21	-13.4%	-5.4%	7.2%	-12.0%	0.6	22.0%	-3.5	-0.2
30	CSc1ncc(CN2CCCC(C(=O)Nc3ccc(-c4ccco4)cc3)C2)cn1 (stereo unspecified)	-12.7%	-11.8%	11.1%	?	0.5	15.6%	0.5	1.4

# (cont.)
nr	Molecule	PLK1 PBD inh	WRN helicase inh	EPAC1 agonist	EPAC1 antagonist	CCT modulator	EPAC2 agonist	PI5P4K alpha inh	IL2 activator
31	Cc1ccc(N(CC(O)CN(C)C)S(=O)(=O)c2ccccc2)cc1 (stereo unspecified)	-1.9%	-0.1%	0.2%	-1.7%	0.6	-4.3%	3.8	-1.7
32	COc1ccccc1N1CCN(C/C(C)=C/c2ccccc2)CC1	-1.4%	-4.1%	11.5%	-8.4%	-2.7	16.2%	.	-2.1
33	CCCC(=O)c1cc2ccccc2oc1=O	0.8%	-2.4%	-1.8%	-6.7%	-0.5	3.6%	0.4	-0.2
34	CCN(c1ccccc1)S(=O)(=O)c1ccc(OC)c(N=N/C(C(=O)Nc2ccccc2)=C(/C)O)c1	-9.2%	-0.2%	5.6%	-16.5%	-1.2	19.7%	-2.7	-0.2
35	Cc1ccc(S(=O)(=O)NCc2cccnc2)cc1C	-6.4%	13.3%	-6.6%	-4.3%	-0.1	3.4%	3.8	-2.0
36	CN(C(=O)c1cccnc1)c1nnc(-c2cccnc2)s1	-5.8%	-4.5%	-4.6%	6.3%	-0.3	-3.9%	-8.1	-0.6
37	O=C(O)C(=O)/C(=C\c1ccsc1)c1ccc2ccccc2n1	-24.9%	-10.9%	-2.1%	-7.2%	0.2	4.6%	-0.4	-0.2
38	Cc1cc(=O)[nH]c(CN2CCOCC2)n1	-20.5%	-3.5%	1.0%	-19.9%	0.6	4.4%	4.1	0.5
39	O=C(Nc1ccc(Cl)c([N+](=O)[O-])c1)C(Sc1ccccc1)c1ccccc1 (stereo unspecified)	-4.9%	-4.7%	4.5%	-20.7%	-3.4	12.2%	-4.1	-3.4
40	CNCCOc1ccccc1C(C)(C)C	-9.3%	4.8%	-2.1%	-2.0%	-2.4	8.0%	.	-1.2
41	COc1cccc(C(C)NC(=S)NCc2ccc(Cl)cc2)c1 (stereo unspecified)	-1.3%	10.0%	4.0%	2.3%	-0.6	18.1%	-9.5	-2.8
42	COc1ccccc1NCC(=O)NN=C1CCS(=O)(=O)c2ccc(F)cc21	-3.0%	-13.6%	-4.1%	-22.7%	-1.0	-4.0%	-8.2	-2.8
43	Cc1cccc(C)c1NC(=O)C(c1cccc2ccccc12)n1c(=O)c(-c2cc3ccccc3[nH]2)nc2ccccc21 (stereo unspecified)	4.6%	-1.7%	-0.1%	1.5%	.	-2.0%	2.1	-0.6
44	Cc1ccccc1C#CC1=CC(=O)CC(C)(C)C1	-11.2%	-1.1%	-0.7%	-2.8%	-2.2	7.3%	4.1	-1.7
45	COc1ccc(NC2CCCN(C(=O)CCN3CCOCC3)C2)cc1 (stereo unspecified)	-5.9%	4.4%	1.0%	-3.5%	-1.2	8.3%	-8.3	-0.3
46	COc1ccc(C)cc1-n1ccn(CC(=O)Nc2ccc(Br)cc2F)c(=O)c1=O	2.9%	-6.5%	-4.6%	-1.9%	-0.3	0.3%	-16.0	-0.5
47	COc1ccc(CCNC(=O)COC(=O)/C=C/c2cccs2)cc1OC	-3.3%	12.1%	4.5%	-21.3%	-6.1	-0.2%	4.9	-0.2
48	CCC(C)(C(=O)Nc1ccc(OC)cc1)N(C)C(=O)Cn1nnnc1N (stereo unspecified)	2.5%	-5.3%	-1.5%	-10.3%	0.6	-1.5%	1.2	1.1
